High-throughput results: PubChem, several laboratories
Autophagy HCS: autophagy modulation, high-content screen; MEF GFP-LC3 puncta imaging; test concentration mostly 10 µM; calls only at 10 µM (by protocol); 0.98% of 190,000 active; AID 463193;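 active means percentage of spot-positive cells more than 3 SD above its plate mean, without a fluorescence outlier flag or 80% toxicity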;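 further: spot-positive cell cutoff set from DMSO-treated cells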
M17LAP inhibition: P. falciparum M17LAP inhibitors, primary screen, biochemical, fluorogenic H-Leu-NHMec substrate, 1536-well (AID 1619). recombinant M17LAP, H-Leu-NHMec fluorogenic kinetic assay; higher % means a stronger effect. inhibition, % at 30 µM, or IC50 in µM where a hit was titrated. 0.38% of 220,000 active;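 active means compound inhibiting the enzyme by more than half at any dose during confirmatory dose-response retesting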;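 further: plate controls were full reaction with DMSO carrier for no effect and no enzyme background for full effect; strong numbers were not always called active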
bCat nuc transl: alters nuclear translocation of beta-catenin in HeLa cells | immunofluorescence imaging | 0.3% of 190,000 active | nuclear translocation activity, % at 5 µM;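 active means nuclear translocation activity above 50% at 5 µM, with a well cell count of 50 or more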;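 further: per-cell ratio of nuclear to cytoplasmic median beta-catenin stain intensity; plate controls were DMSO negative control for no effect and GSK-3 inhibitor IX positive control for full effect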
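Test system: human HeLa cells, endogenous beta-catenin. Times: 24 h compound exposure, 37°C. Measured by: beta-catenin immunofluorescence imaging with DAPI.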
Dynein transport: dynein cargo transport inhibition. 3617.4 mouse cells, GR-EGFP nuclear translocation imaging; test concentration mostly 20 µM; stimulated with dexamethasone, 1 µM; stronger effect = lower value. 0.47% of 220,000 active. z-score, hits read low;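 active means plate z-score of nuclear minus cytoplasmic receptor signal below a set negative limit, without overly bright fluorescence or cell loss, cut at about -3.5 in these data, passing the limit was not always enough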;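 further: z-score of nuclear minus cytoplasmic ring GR-EGFP intensity difference per well; some compounds called inactive have numbers as strong as hits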
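Medium: Induction medium lacking tetracycline, stripped serum | Probe or stimulus: 1.0 µM final dexamethasone stimulus | Schedule: 48 h induction, then 1 h compound, then 30 min agonist, 37 °C | Signal: Automated 10x imaging of fixed Hoechst-stained cells | Evaluation: Per-cell GR-EGFP intensity, nucleus versus surrounding cytoplasmic ring, well-averaged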
MT stabilize HCS: microtubule stabilization, imaging screen; HeLa tubulin immunostaining HCS, 24 h; share of cells brighter than vehicle mean+2SD; % tubulin-high responders, % at 10 µM; 0.83% of 200,000 active; AID 2205;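 active means plate Z-score above 3 for both tubulin-high and condensed-nucleus cell shares, with cell loss under 80%, at 10 µM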;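 further: anti alpha tubulin signal scored within the nucleus-defined area of each cell; some results filed as inactive read as strong as hits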
WT yeast gro inh: growth inhibition of WT yeast, mitochondrial fusion screen. AID 1362. mitochondrial fusion phenotypic screen, WT strain. inhibition, % at 10 µM. 2.1% of 190,000 active; in the data active means inhibition above about 58%; tested in S. cerevisiae
T cell modulator: T cell immune modulation candidate | AID 2052 | 0.068% of 330,000 active | 2C CD8+ T cell-vesicle binding, flow cytometry; stronger effect = lower value | calls only at 7 µM;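 active means response, share of CD8 T cells binding vesicles, and their 90th percentile fluorescence all below set limits, cut at about 80% in these data, passing the limit was not always enough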
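Test system: purified 2C TCR transgenic mouse naive CD8+ T cells. Probe or stimulus: QL9-peptide-loaded Drosophila micro-vesicles bearing Ld, ICAM-1 and B7-1. Incubation: binding step 1.5 h, 37 °C, antibody labelling 20 min, ice. Measured by: flow cytometry of vesicle-bound cells.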
M1AAP inhibition: malaria alanyl aminopeptidase activity blockers – biochemical, fluorogenic H-Leu-NHMec substrate, 1536-well (AID 1445) | recombinant M1AAP, H-Leu-NHMec fluorogenic kinetic assay; higher % means a stronger effect | inhibition, % at 30 µM, or IC50 in µM where a hit was titrated | 0.42% of 220,000 active;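 active means primary inhibition above the hit cutoff, then over 50% inhibition at one or more dose response concentrations, cut at about 23% in these data, passing the limit was not always enough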;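 further: plate controls were DMSO full reaction for no effect and no enzyme background for full effect; strong numbers were not always called active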
Yfh1-depleted yeast: enhancers of respiration in Yfh1-depleted yeast, dose response, Friedreich's ataxia, plus single-dose screen (AID 1465). 0.074% of 220,000 active. S. cerevisiae Yfh1-off respiration, WST-1 reduction, 72 h; higher fold induction means a stronger effect. fold induction at 50 µM; hits with a dose series show EC50 in µM;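 active means fold induction of absorbance versus untreated yeast above a set limit, then at least 30% activation at any dose in follow-up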;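 further: activators that raise dye reduction in frataxin-depleted yeast; strong numbers were not always called active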
WT yeast gro inh mutant strain: recorded beside WT yeast gro inh, whose call it bears; inhibition, %; mitochondrial fusion phenotypic screen, mutant strain inhibition
Dynein transport cytoplasmic EGFP: recorded beside Dynein transport, whose call it bears; z-score; measured here: cytoplasmic GR-EGFP intensity; stronger effect = higher value
Dynein transport nuclear GR-EGFP: recorded beside Dynein transport, whose call it bears; z-score; measured here: nuclear GR-EGFP intensity;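 lower value marks the stronger effect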
Dynein transport cell count: second read-out of Dynein transport, no call of its own (marks repeat the call); z-score; measured here: cell count per field
bCat nuc transl cell count 5 µM: also measured in bCat nuc transl; calls as there; cell count; measured here: cell count, cytotoxicity flag
T cell modulator vesicle-bound %: recorded beside T cell modulator, whose call it bears; double positive events, %; measured here: CD8+ vesicle-bound cell fraction;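 binding gate set so that unloaded-vesicle control wells show 10% double positive cells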
MT stabilize HCS Hoechst-high %: second read-out of MT stabilize HCS, no call of its own (marks repeat the call); % Hoechst-high responders; measured here: nuclear condensation Hoechst responders;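 share of cells brighter than vehicle mean plus two SD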
MT stabilize HCS cytotoxicity %: further read-out of MT stabilize HCS, marked with its call; toxicity, %; measured here: cytotoxicity by cell density;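 0% = mean cell density of plate MIN control wells and 100% = no cells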
Autophagy HCS cell loss 18 h: recorded beside Autophagy HCS, whose call it bears; toxicity, %; measured here: cell loss, nuclei count;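 cell loss after 18 h compound exposure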
* = called active by the depositor; i = inactive; / = not tested or not shown. Random draw from the library; any-hit rate near 4.4%.

SMILES	Autophagy HCS	Autophagy HCS cell loss 18 h	M17LAP inhibition	bCat nuc transl	bCat nuc transl cell count 5 µM	Dynein transport	Dynein transport cytoplasmic EGFP	Dynein transport nuclear GR-EGFP	Dynein transport cell count	MT stabilize HCS	MT stabilize HCS Hoechst-high %	MT stabilize HCS cytotoxicity %	WT yeast gro inh	WT yeast gro inh mutant strain	T cell modulator	T cell modulator vesicle-bound %	M1AAP inhibition	Yfh1-depleted yeast
CCCN(CCC)C(=O)CSc1nc2n[nH]c(C)c2c(=N)n1-c1ccc(OC)cc1	i	-17	-1%	/	/	0.062	-0.19	0.38	-1.1	9.1	5.9	1.2	-13	0	i	36	1%	/
Cn1cccc1C(=O)NC(=O)COC(=O)c1cc(Cl)ccc1[N+](=O)[O-]	/	/	16%	-3.1	1148	-0.081	-0.16	0.0055	0.16	/	/	/	/	/	i	32	-1%	i
Cc1nc(N)sc1C(=O)Nc1ccccc1	i	1	10%	5.2	1264	-1.2	-0.21	-0.47	-0.29	3.1	1.4	4.5	4	0	i	54	7%	i
O=C1/C(=C/C=C/c2ccco2)SC(=S)N1c1ccc(O)cc1	/	/	27%	0.8	1417	-2	-0.043	-1	0.48	/	/	/	/	/	i	29	16%	i
CCN(CC)C(=O)CC(c1ccc(OC)cc1)c1c(OC)cc(OC)c2ccc(=O)oc12 (stereo unspecified)	/	/	19%	-0.3	1222	-0.07	-0.84	-0.0055	0.53	/	/	/	/	/	/	/	5%	i
COC(=O)c1sc2nc(CSc3nc4ccc(C)cc4[nH]3)[nH]c(=O)c2c1C	i	9	6%	/	/	-0.84	0.065	-0.56	1.5	3.2	1.4	16	9	-12	i	21	-1%	i
CNC(=O)CN(C)S(=O)(=O)c1ccc(OC)c(Cl)c1	i	0	4%	0.6	1097	0.6	-0.25	0.31	1.5	1.7	1.7	5.4	12	1	i	35	0%	i
O=C(NC(=S)N1CCCCCC1)c1ccccc1Cl	i	1	15%	-1.3	1099	-0.77	-0.2	-0.43	0.68	2.6	2.5	9.9	-15	10	i	31	3%	i
COc1cc2[nH]c(=O)n(CCC(=O)NCc3cccnc3)c(=O)c2cc1OC	i	-2	-4%	0.6	1038	1.5	-0.17	1	-0.35	5.7	2.4	9.8	10	5	i	9	-2%	i
Cc1ccc(N2C(N)=C(C#N)C(c3cccnc3)C3=C2CC(C)(C)CC3=O)cc1 (stereo unspecified)	i	1	19%	-0.8	993	-0.67	-0.21	-0.6	-0.36	15	7.2	6.4	-3	8	i	7	6%	i
Cc1c(C#N)c(N=CN(C)C)c(C(=O)c2ccc(Br)cc2)n1-c1ccc(Cl)cc1	i	1	7%	/	/	-0.7	-0.0074	-0.12	0.51	1.5	0.8	3.7	61*	36*	i	35	-1%	i
CCOC(=O)N1CCN(c2ccc(O)cc2)CC1	i	22	1%	-1.4	1163	-0.65	-0.18	-0.37	1.5	3.0	1.9	7.4	-5	-2	i	43	-2%	i
CC1=C(C#N)C(c2cccnc2)C2=C(CCCC2=O)N1 (stereo unspecified)	i	4	-140%	2.8	1168	0.22	-0.12	0.00039	0.29	3.2	2.0	5.4	-5	-7	i	39	12%	i
CCCCC(=O)OCC(=O)c1ccc(OCC)cc1	i	3	6%	-0.6	924	0.72	-0.19	0.55	0.33	2.3	1.4	3.8	6	3	i	29	-2%	i
COC(=O)CC1Oc2ccccc2N(Cc2ccc(C)cc2)C1=O (stereo unspecified)	i	-36	-5%	/	/	0.33	-0.18	0.35	-0.024	3.2	3.3	17	9	16	i	16	2%	i
O=C1CSc2ccc(C(=O)O)cc2N1	i	1	2%	2.7	1105	-1.3	-0.35	-1.1	1.3	2.8	2.2	6.4	-17	-16	i	62	4%	i
O=C(OCc1ccccc1)N1CCOCCN(C(=O)OCc2ccccc2)CCOCC1	i	-3	3%	1.7	950	0.72	-0.28	0.25	0.048	3.3	2.0	7.2	-12	-14	i	47	-1%	i
CCC(C)NC(=O)CN(c1ccc2c(c1)OCO2)S(=O)(=O)c1c(C)n[nH]c1C (stereo unspecified)	i	0	-6%	/	/	-0.86	-0.24	-0.31	0.58	3.6	3.5	8.0	15	-3	i	30	-2%	i
O=C(Nc1cccn(Cc2c(Cl)cccc2Cl)c1=O)c1ccc(Cl)cc1Cl	i	35	2%	/	/	-0.17	-0.24	-0.39	0.004	1.1	0.9	7.9	12	16	i	22	5%	i
COc1ccc(NC(=O)CN2C(=O)c3cccc4cccc2c34)cc1OC	i	8	0%	6.3	1067	-0.74	0.043	-0.13	0.76	0.9	1.5	6.0	-1	6	i	50	3%	i
CSc1ccc(S(=O)(=O)NCCSC(C)(C)C)cc1	i	-16	-11%	/	/	-0.63	0.49	-0.062	0.95	3.4	1.3	6.1	6	12	i	37	7%	i
CCCN(CCC)CC(O)CN(c1ccccc1)S(=O)(=O)c1ccc(C)cc1 (stereo unspecified)	i	8	-6%	/	/	-1.2	-0.26	-0.44	0.19	2.7	2.2	5.4	3	7	i	57	1%	i
O=C(Cn1cnc2ccccc21)c1ccc(Br)cc1	i	5	24%	-1.4	1018	-1.2	-0.28	-0.47	0.89	2.0	2.1	4.1	4	3	i	30	2%	i
CCOc1cc(CN2CCN(c3cccc(C(F)(F)F)c3)CC2)ccc1O	i	14	8%	6.4	1397	1.1	-0.19	0.78	-1.1	3.9	1.7	0.7	0	5	i	26	-1%	i
CC(C)(O)C#Cc1ccc(CN2CCN(C3CCCC3)C(CCO)C2)cc1 (stereo unspecified)	i	7	-3%	-3.7	1098	-0.017	0.034	0.34	0.53	2.9	1.5	7.1	0	-12	i	49	8%	i
CCN(CC)CC(=O)Nc1ccc(-c2nc3cc(NC(=O)CN(CC)CC)ccc3o2)cc1	i	21	-12%	-6.1	1161	0.63	-0.064	0.51	-0.42	3.2	2.1	13	11	-5	i	1	2%	i
CCc1nn2c(=O)cc(CSc3nc(C)cc(=O)[nH]3)nc2s1	i	12	6%	/	/	0.063	-0.28	0.028	0.34	4.5	4.4	6.7	7	-11	i	47	-2%	i
CSc1ncc(-c2ccc(Cl)cc2)[nH]1	/	/	-8%	-2.1	1314	1.5	-0.15	1.5	-1.4	/	/	/	/	/	i	28	-2%	i
O=C(Nc1ccncc1)C1c2ccccc2Oc2ccccc21	i	-4	-1%	0.9	983	-0.89	-0.2	-0.19	0.63	1.9	2.5	12	4	4	i	38	-5%	i
CC(=O)c1ccc(OC(C)C)c(CC(C(N)=O)C(N)=O)c1	i	-11	-7%	-1.8	1155	1.1	-0.25	0.78	-0.59	1.0	1.8	5.5	19	-5	i	53	1%	i
COC(=O)c1[nH]c2ccccc2c1NC(=O)c1ccccc1F	/	/	0%	-0.5	1290	0.16	-0.18	0.1	-0.068	/	/	/	/	/	i	22	1%	i
CC(C)Nc1nc(Cl)nc(NN(C)c2nc(N(C)C)nc(N(C)C)n2)n1	i	-4	16%	/	/	0.48	-0.19	0.49	0.0079	2.8	2.3	9.0	9	0	i	34	1%	i
COc1ccc(NC(=O)Cc2cccs2)c(OC)c1	i	-12	7%	-2.9	920	-1.2	-0.065	-0.45	0.28	3.8	2.1	2.9	-8	-3	i	21	-1%	i
O=S(=O)(c1ccc(Br)cc1)N1CCN(c2cc(-c3ccccc3)nc3ncnn23)CC1	i	-5	1%	0.1	1150	-0.72	-0.17	-0.19	-0.19	3.7	2.4	12	26	0	i	18	6%	i
COC(=O)c1sc2nc(-c3ccco3)ccc2c1N	i	1	28%	1.6	1388	-1.5	0.29	-0.36	2.2	4.4	2.2	5.8	9	3	i	27	17%	i
CC1CCC(NC(=O)c2cnccn2)CC1 (stereo unspecified)	i	0	11%	1.0	1113	-0.57	-0.06	-0.078	0.51	2.6	1.2	7.5	21	-4	i	30	0%	i
O=c1[nH]c(CSc2ncc(-c3ccc(F)cc3)n2Cc2ccco2)nc2ccccc12	i	8	7%	-1.6	1066	-0.39	-0.22	-0.087	0.51	2.0	0.9	5.4	6	2	i	54	-4%	i
COc1ccc(CC2(C)OC(c3ccc([N+](=O)[O-])cc3)=NN2C(C)=O)cc1 (stereo unspecified)	/	/	5%	-0.4	1373	0.2	-0.25	0.24	0.34	/	/	/	/	/	i	26	6%	i

A second format for some results above:
CCc1nn2c(=O)cc(CSc3nc(C)cc(=O)[nH]3)nc2s1
  Autophagy HCS: i; Autophagy HCS cell loss 18 h: 12; M17LAP inhibition: 6%; bCat nuc transl: /; bCat nuc transl cell count 5 µM: /; Dynein transport: 0.063; Dynein transport cytoplasmic EGFP: -0.28; Dynein transport nuclear GR-EGFP: 0.028; Dynein transport cell count: 0.34; MT stabilize HCS: 4.5; MT stabilize HCS Hoechst-high %: 4.4; MT stabilize HCS cytotoxicity %: 6.7; WT yeast gro inh: 7; WT yeast gro inh mutant strain: -11; T cell modulator: i; T cell modulator vesicle-bound %: 47; M1AAP inhibition: -2%; Yfh1-depleted yeast: i

CSc1ncc(-c2ccc(Cl)cc2)[nH]1
  Autophagy HCS: /; Autophagy HCS cell loss 18 h: /; M17LAP inhibition: -8%; bCat nuc transl: -2.1; bCat nuc transl cell count 5 µM: 1314; Dynein transport: 1.5; Dynein transport cytoplasmic EGFP: -0.15; Dynein transport nuclear GR-EGFP: 1.5; Dynein transport cell count: -1.4; MT stabilize HCS: /; MT stabilize HCS Hoechst-high %: /; MT stabilize HCS cytotoxicity %: /; WT yeast gro inh: /; WT yeast gro inh mutant strain: /; T cell modulator: i; T cell modulator vesicle-bound %: 28; M1AAP inhibition: -2%; Yfh1-depleted yeast: i
